Screens from PubChem BioAssay.
IDE inh – human IDE inhibitors in live cells, primary screen, fluorescence polarization, HEK cells, FAbetaB substrate. FAbetaB cleavage. inhibition, % at 5.59 µM. 320,000 tested, 0.41% active. AID 434962, 2010;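 active = percent inhibition above the average of all tested compounds plus 3 SD, set per screening campaign, cut at about 16% in these data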;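 note: IDE supplied by intact live HEK cells; FP after avidin binding of uncleaved biotin substrate so inhibition keeps polarization high; 0% = DMSO wells and 100% = 60 µM reference IDE inhibitor Ii1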
Target sequence (P14735 whole entry, looked up): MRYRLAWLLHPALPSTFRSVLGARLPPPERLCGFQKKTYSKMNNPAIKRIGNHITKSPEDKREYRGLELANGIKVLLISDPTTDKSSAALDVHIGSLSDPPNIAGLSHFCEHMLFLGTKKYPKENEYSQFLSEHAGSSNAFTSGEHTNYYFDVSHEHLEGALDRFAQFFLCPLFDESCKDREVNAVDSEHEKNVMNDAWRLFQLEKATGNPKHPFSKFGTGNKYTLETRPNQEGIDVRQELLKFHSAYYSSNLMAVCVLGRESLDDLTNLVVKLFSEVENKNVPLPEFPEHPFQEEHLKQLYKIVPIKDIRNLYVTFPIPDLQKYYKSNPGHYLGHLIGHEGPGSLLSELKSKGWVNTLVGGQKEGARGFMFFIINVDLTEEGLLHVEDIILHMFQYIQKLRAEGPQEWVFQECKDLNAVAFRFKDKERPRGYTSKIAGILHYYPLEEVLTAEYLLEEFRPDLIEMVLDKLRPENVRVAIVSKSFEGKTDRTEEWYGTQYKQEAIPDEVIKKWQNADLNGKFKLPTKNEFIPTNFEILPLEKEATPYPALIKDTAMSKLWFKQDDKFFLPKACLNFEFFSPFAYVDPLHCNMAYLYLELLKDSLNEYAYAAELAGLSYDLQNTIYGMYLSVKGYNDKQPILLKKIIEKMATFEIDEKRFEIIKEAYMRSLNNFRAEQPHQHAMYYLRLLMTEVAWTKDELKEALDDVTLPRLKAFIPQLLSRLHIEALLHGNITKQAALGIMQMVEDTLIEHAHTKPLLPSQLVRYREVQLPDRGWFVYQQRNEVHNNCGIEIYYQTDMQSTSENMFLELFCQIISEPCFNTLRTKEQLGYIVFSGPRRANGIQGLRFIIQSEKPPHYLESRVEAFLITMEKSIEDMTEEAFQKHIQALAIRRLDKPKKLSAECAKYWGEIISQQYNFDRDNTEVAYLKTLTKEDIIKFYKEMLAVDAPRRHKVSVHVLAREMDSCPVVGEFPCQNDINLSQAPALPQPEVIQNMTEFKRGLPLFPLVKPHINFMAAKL
p-CIP stab down – p/CIP-EGFP fusion destabilizers, primary screen, fluorescence, F442A cells. Q05BA5. 16 h. decrease of EGFP signal, % at 10 µM. 290,000 tested, 0.01% active. AID 1984, 2009;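 active = EGFP signal decrease of at least 30% at 10 µM or well 3 SD below plate mean, unless failing retest; inactive = the rest, including hits failing retest or dose response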; note: some compounds called inactive have numbers as strong as hits; many of its hits are not listed in these tables
CRFR2-BP ag – agonists of CRF-BP/CRF-R2 complex, primary screen, cell-based, HEK293, calcium dye fluorescence, uHTS | calcium dye fluorescence (FLIPR); percent of saturating CRF peptide response | activation, % at 13.2 µM | 350,000 tested, 0.46% active;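 active = activation of at least 50%, plus an integration ratio under a set limit after plate pattern correction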;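 note: plate controls were neutral control wells without compound for no effect and CRF at EC100 for full effect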
GalR3 antagonist – GalR3 antagonists in HEK293 cells, primary screen, cell-based, fluorescence readout; HEK293 GalR3-CNG cAMP membrane potential fluorescence; galR3 body fused to GalR1 C-terminus; AID 651719, 2012; inhibition, % at 3 µM; 360,000 tested, 0.44% active;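 active = inhibition above the screen-wide average plus 3 SD, cut at about 13% in these data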;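 note: forskolin and galanin both at EC90 stimulate the cells; cAMP rise reported by CNG channel membrane potential dye signal; 0% = forskolin plus galanin with DMSO and 100% = forskolin alone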
IDE cell activ – human IDE activators in live cells, primary screen, fluorescence polarization, HEK cells, FAbeta-B substrate; Insulin-degrading enzyme (Homo sapiens), P14735; FAbeta-B cleavage; 0% vehicle, 100% cell-free pure enzyme wells; activation, % at 5.96 µM; 340,000 tested, 0.073% active; AID 493087, 2011;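 active = activation above the mean of all tested compounds plus 3 SD, set per screening campaign, cut at about 17% in these data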
PHOSPHO1 block – PubChem AID 1565 | recombinant PHOSPHO1, absorbance phosphatase assay | 290,000 tested, 1.1% active | inhibition, % at 13.3 µM; in the data active = inhibition above about 60%
CHRM4 PAM – human M4 muscarinic receptor positive allosteric modulators, primary screen, CHO-K1 cells, Fluo-8 calcium fluorescence. Muscarinic acetylcholine receptor M4 (Homo sapiens), P08173. CHO-K1 hM4/Gqi5, ACh EC20; 0% = ACh EC20, 100% = maximal ACh. activation, % at 3 µM. 360,000 tested, 0.4% active. AID 624126, 2012;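 active = activation above its plate's cutoff, the mean activation of sample wells plus 3 SD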; note: some results filed as inactive read as strong as hits
MEKK3 PB1 HTS – modulators of MEKK3-MEK5 PB1 binding, primary screen, biochemical, wildtype MEKK3, multiplex bead flow cytometry, Alexa488-MEK5. 290,000 tested, 1.4% active. Mitogen-activated protein kinase kinase kinase 3 (Homo sapiens), Q99759. binding response (% of control), % at 10 µM. bead-based flow cytometry, Alexa488-MEK5 binding to MEKK3; actives lie on both sides; 0 = blocked by unlabeled MEK5, 100 = vehicle;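 active = binding response more than 3 SD above or below the average of its plate-row segment, actives on both sides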;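 note: Alexa488 bead fluorescence after subtracting the streptavidin-only scavenger bead signal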
CRFR2-BP antag – antagonists of CRF-BP/CRF-R2 complex, primary screen, cell-based, HEK293, calcium dye fluorescence, uHTS; inhibition, % at 11.8 µM; CRF-induced calcium fluorescence; 350,000 tested, 0.59% active;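 active = inhibition of the ligand-induced calcium signal above about 50% at the single tested concentration, limit read from the data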
An asterisk follows results filed as active; / = no result given.

SMILES	IDE inh	p-CIP stab down	CRFR2-BP ag	GalR3 antagonist	IDE cell activ	PHOSPHO1 block	CHRM4 PAM	MEKK3 PB1 HTS	CRFR2-BP antag
FC(F)(F)c1cc(Oc2ccc(Cl)cc2)ncc1-c1nnc(-c2ccc(Cl)cc2)o1	-2	8	7.1	-5	-1	12	7	93	-14
CCc1ccc(CNC(=O)C2CCN(S(=O)(=O)N3CCCCC3)CC2)cc1	/	/	22	-7	/	/	-2	/	16
Cc1cc(C(=O)c2ccc3ccccc3c2)c(C)o1	-4	/	-3.8	-6	/	/	1	/	13
O=Cc1ccc(-c2nc3ccccc3s2)o1	4	-1	3.2	-5	0	37	-3	95	-25
Cn1nc(C(=O)NC2CCCCC2)c2c1-c1ccccc1SC2	1	-6	3.5	/	2	-30	-7	97	-14
O=C(CCCN1C(=O)/C(=C\c2ccccc2)SC1=S)Nc1ccc(O)cc1C(=O)O	-1	10	0.2	2	2	32	6	103	0
Cc1ccc(-c2cn(C[C@H]3CC[C@@H]([C@@H]4CC[C@H](Cn5cc(-c6ccc(C)cc6)nn5)O4)O3)nn2)cc1	9	-6	-1.7	-3	-2	15	1	98	3
Cc1cc(C(=O)NCC2CCCCC2)ccc1[N+](=O)[O-]	4	-5	-1.6	-5	-3	11	-5	103	6
Cc1cc(C)cc(NC(=O)CCNC(=O)c2ccc([N+](=O)[O-])cc2)c1	/	-1	-5.1	2	-5	29	-18	100	16
CCc1nnc(NC(=O)c2ccc(S(=O)(=O)N3CCCC3)cc2)s1	0	-2	0.8	-6	-2	39	0	99	-4
O=C1C=C(c2ccc(-c3ccccc3)c(F)c2)C[C@@H](c2ccc(Cl)cc2)C1	5	/	3.9	-3	3	/	11	/	-6
COc1cc(-c2nnc(SCC#CCO)o2)cc(OC)c1OC	2	-8	-1.0	-3	1	-1	-3	103	-10
CCN(c1ccc(NC(=O)CCc2nc3sc4c(c3c(=O)[nH]2)CCCC4)cc1)C(C)C	3	/	-0.7	-3	-7	/	-7	/	-5
Cc1ccc(C(C(=O)NC2CCCC2)N(Cc2cccnc2)C(=O)c2snc(C(N)=O)c2N)o1 (stereo unspecified)	-1	0	5.1	-4	2	23	17	89	-29
COc1cccc(NC(=O)CCSc2ccc3ccccc3n2)c1	2	4	0.8	-8	-4	-12	-2	105	12
C[C@H](NC(=O)CCn1nnc2ccccc2c1=O)C(=O)O	2	-12	-0.5	6	5	12	11	101	10
COc1ccc(CNC(=O)CCCn2ccc3cc(S(=O)(=O)N4CCCC4)ccc32)cc1	-1	-4	1.7	1	4	-25	-9	105	-8
CN(CC(=O)Nc1ccc(F)c(F)c1F)C(=O)C1CC(=O)N(C2CCCC2)C1 (stereo unspecified)	/	/	-2.6	-2	1	/	8	/	2
CCOC(=O)c1cc(-c2ccccc2)sc1NC(=O)C(C)OC(=O)c1ccncc1 (stereo unspecified)	7	-6	0.1	-3	0	11	6	98	6
CCOC(=O)c1cc(-c2cc(OC)c(OC)c(OC)c2)nc2c1c(=O)[nH]c(=O)n2Cc1ccccc1	0	15	-1.1	-5	1	24	0	101	-11
Cc1ccc(Nc2cnn(C34CC5CC(CC(CC(=O)O)(C5)C3)C4)c(=O)c2Cl)cc1C	32*	1	0.5	-2	-24	0	8	109	7
COc1ccc(C2CC3(O)NC(=O)C(C#N)(C3C)C2(C#N)C#N)cc1 (stereo unspecified)	7	-3	-1.5	0	/	20	-5	98	5
CCCN(CC(=O)Nc1ccccc1C)C(=O)C1CC(=O)N(Cc2ccccc2)C1 (stereo unspecified)	-3	/	-0.4	-3	4	/	2	/	-2
CCN1CCN(C(=O)C2CCCN(S(=O)(=O)c3ccc(OC)c(OC)c3)C2)CC1 (stereo unspecified)	-6	-3	-0.7	-4	6	23	-2	102	0
O=C(C1CC(=O)N(c2ccc3c(c2)OCCO3)C1)N1CCN(c2ccccc2O)CC1 (stereo unspecified)	-1	-12	-0.7	0	7	13	-2	103	-5
CCC(c1nnnn1C1CCCC1)N(Cc1cccs1)Cc1cc2cccc(C)c2[nH]c1=O (stereo unspecified)	9	-5	-0.3	4	5	13	-1	85	-1
NS(=O)(=O)c1ccc(NC(=S)NCc2ccccc2)cc1	0	-2	-2.1	3	4	-9	2	102	32
Cc1ccc2nc(C(=O)O)c(C(=O)O)nc2c1	-3	-1	0.7	-1	3	6	-4	110	10
CCCCOc1cccc(/C=N/NC(=O)c2csc(C)c2C)c1	10	5	-0.7	1	2	2	-2	105	-6
O=[N+]([O-])c1ccc(N2CCN(S(=O)(=O)c3cnc[nH]3)CC2)cc1	-4	-2	0.5	-8	1	38	2	103	17
Cc1cc2ccccn2c1C(=O)Nc1cccc(Cl)c1	3	2	0.1	13*	3	20	-7	95	-5
NCCCC[C@H]1CNC(=O)C(=O)N1CCc1cc(C(F)(F)F)cc(C(F)(F)F)c1	-1	-6	0.1	-6	0	9	-5	106	-1
O=C(c1cccc(F)c1)N1CCN(S(=O)(=O)Cc2ccccc2)CC1	0	4	0.1	5	9	19	-2	97	0
CS(=O)(=O)N1CCN(Cc2ccc(C(F)(F)F)cc2)CC1	0	-1	-0.1	-1	3	14	5	96	17
C=Cc1ccc(C(=O)N2CCCC(Nc3ccc4c(c3)OCCO4)C2)cc1 (stereo unspecified)	/	0	0.2	-2	1	/	1	97	0
CC1CC(C)(C)CC2(C1)NC(=O)N(CC(=O)OCC(=O)Nc1cc(S(=O)(=O)N3CCCCC3)ccc1Cl)C2=O (stereo unspecified)	/	/	0.5	-10	6	/	6	/	-5
CCCCc1c(O)nc(SCC(=O)N2CCOCC2)[nH]c1=O	-5	-10	0.0	-3	1	-3	1	114	-7
Cc1[nH]c2c(C)cccc2c(=O)c1Br	0	5	-0.3	2	3	-7	2	93	20
CCOC(=O)C1CCN(C(=O)c2cc3c(OC)c(OC)c(OC)cc3[nH]2)CC1	0	-14	-0.8	-5	-1	7	-4	103	9
CC(=O)Nc1ccc(S(=O)(=O)N(C)CC(=O)N/N=C/c2ccc(C(=O)O)cc2)cc1	-3	4	0.2	-3	0	15	0	95	3
CN1CCN(S(=O)(=O)c2ccc(NC(=O)c3ccccc3Cl)cc2)CC1	0	4	-0.8	-1	1	/	-4	100	11
CC(C)(C)OC(=O)NC1CONC1=O (stereo unspecified)	-1	-2	1.4	-1	2	-3	11	101	1
CC(C)(C)OC(=O)NCCCCCC(=O)N/N=C/c1coc2ccccc2c1=O	3	-17	-5.2	-4	5	7	-8	99	4
CC(C)NC(=O)N(C)C[C@H]1Oc2c(NS(=O)(=O)c3cccs3)cccc2C(=O)N([C@H](C)CO)C[C@@H]1C	2	/	-0.1	-1	4	/	11	/	2
COCCNC(=O)CN1C(=O)NC2(CCCc3cc(OC)ccc32)C1=O (stereo unspecified)	-2	-2	-0.6	-1	4	37	4	108	9
Cc1ccc(C(C)C)c(OCC(O)CNC2CCCC2)c1 (stereo unspecified)	1	16	-1.2	-16	3	9	-6	105	-3
CCN(CC)S(=O)(=O)c1cccc(NC(=O)CCNC(=O)c2ccc([N+](=O)[O-])cc2)c1	1	-10	-1.1	-2	2	19	14	88	17
CCOC(=O)[C@@H]1[C@H]2COc3cc(OC)ccc3[C@@H]2N2C(=O)N(c3ccc(F)cc3)C(=O)[C@@]12C	-2	/	-2.1	-2	-6	/	-3	/	0
Fc1ccccc1OCCSc1nnnn1-c1ccccc1	7	-10	0.0	-5	-1	-17	1	102	47
CCCCn1c(=NC(=O)c2ccc3c(c2)OCO3)c(C#N)cc2c(=O)n3cccc(C)c3nc21	-3	-19	5.4	-2	0	3	3	99	8
(further entries)
SMILES	IDE inh	p-CIP stab down	CRFR2-BP ag	GalR3 antagonist	IDE cell activ	PHOSPHO1 block	CHRM4 PAM	MEKK3 PB1 HTS	CRFR2-BP antag
CCCCn1c(=O)c(CCC(=O)OCC(=O)Nc2cccc3ccccc23)nc2ccccc21	1	2	0.0	-3	3	-4	-1	80	-1
O=S1(=O)CCC(=Nc2ccc(Cl)cc2)c2ccsc21	-2	6	0.0	-5	2	45	6	100	5
CC1CC(C)CN(C(=O)c2ccc(-c3ccc([N+](=O)[O-])cc3)o2)C1 (stereo unspecified)	-6	/	-1.3	-3	-6	/	3	/	1
CSc1nnc2n(C)c3c(c(=O)n12)C1(CCCC1)Cc1ccccc1-3	4	-23	-0.5	-5	-1	18	-9	101	-13
Cc1ccc(S(=O)(=O)NCCc2nnc3ccc(SCC(=O)Nc4nc(C)cs4)nn23)cc1	10	-14	0.3	-2	8	-4	8	103	6

Of the compounds above, these have an NH in an aromatic ring:
SMILES	IDE inh	p-CIP stab down	CRFR2-BP ag	GalR3 antagonist	IDE cell activ	PHOSPHO1 block	CHRM4 PAM	MEKK3 PB1 HTS	CRFR2-BP antag
CCN(c1ccc(NC(=O)CCc2nc3sc4c(c3c(=O)[nH]2)CCCC4)cc1)C(C)C	3	/	-0.7	-3	-7	/	-7	/	-5
CCOC(=O)c1cc(-c2cc(OC)c(OC)c(OC)c2)nc2c1c(=O)[nH]c(=O)n2Cc1ccccc1	0	15	-1.1	-5	1	24	0	101	-11
CCC(c1nnnn1C1CCCC1)N(Cc1cccs1)Cc1cc2cccc(C)c2[nH]c1=O (stereo unspecified)	9	-5	-0.3	4	5	13	-1	85	-1
O=[N+]([O-])c1ccc(N2CCN(S(=O)(=O)c3cnc[nH]3)CC2)cc1	-4	-2	0.5	-8	1	38	2	103	17
CCCCc1c(O)nc(SCC(=O)N2CCOCC2)[nH]c1=O	-5	-10	0.0	-3	1	-3	1	114	-7
Cc1[nH]c2c(C)cccc2c(=O)c1Br	0	5	-0.3	2	3	-7	2	93	20
CCOC(=O)C1CCN(C(=O)c2cc3c(OC)c(OC)c(OC)cc3[nH]2)CC1	0	-14	-0.8	-5	-1	7	-4	103	9

No enrichment for hits. About 4.2% of those tested had a hit in this group.
